TSHR antagonist: antagonists of human thyroid stimulating hormone receptor; activity change, negative = inhibition, % at 11.5 µM; 330,000 tested, 0.2% active; AID 504810; P16473; TSHR-expressing cells, TSH-stimulated cAMP HTRF, 2 h; hits give low values;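 active means activity change below a set negative limit, meaning inhibition stronger than a set level, cut at about -70% in these data; inconclusive means activity change between two set negative limits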; further: on the % scale 0 is the no-effect control and ±100 the full control effect
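TSHR-expressing cells were treated with compounds, then stimulated with TSH at EC80 (4nM final) for 2 hours at 37 deg C. Cellular cAMP was measured by HTRF competition between lysate cAMP and cAMP-d2 for a cryptate-labelled anti-cAMP antibody.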
hERG WT inh: blocks the wildtype human KCNH2 potassium channel; 340,000 tested, 0.37% active; activity change, % at 1.84 µM; Q12809; AID 720551; U2OS, BacMam KCNH2, thallium flux FluxOr; hits give low values;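 active means maximum activity change below -70%; inconclusive means maximum activity change between -70% and -50%; inactive means maximum activity change above -50%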; further: on the % scale 0 is the no-effect control and ±100 the full control effect
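U2OS cells were transduced with wild-type KCNH2 virus (2.03 x 10^8 / mL) for 4 h at room temperature, then cultured overnight at 37 C. Thallium flux was read with FluxOr dye. Rate constants were normalized to DMSO controls.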
TCR activator: T cell receptor activation. primary human leukocytes, anti-CD3, IL-2 HTRF, 48 h. Potency, µM (titrated, usually from 9.22 µM), inactives show at the top dose activation of IL-2 secretion, hits mostly activators. 330,000 tested, under 10 active; further: % of control where 0% means no effect
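48 hr co-incubation of compounds, a-CD3 beads and primary human leukocytes; IL-2 quantified homogeneously by HTRF with anti-IL-2 K and d2 conjugates.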
GALK inh: galactokinase (human) inhibition; P51570; Purified GALK, Kinase-Glo residual ATP luminescence; Potency, µM (highest dose often 57.5 µM), without a hit: at the top dose activity change, negative = inhibition, actives largely listed as inhibitors; 270,000 tested, 0.007% active; AID 1868; further: potency means the concentration at half of the fitted maximal effect; on the % scale 0 is the no-effect control and ±100 the full control effect
Target sequence (P51570 whole entry, looked up): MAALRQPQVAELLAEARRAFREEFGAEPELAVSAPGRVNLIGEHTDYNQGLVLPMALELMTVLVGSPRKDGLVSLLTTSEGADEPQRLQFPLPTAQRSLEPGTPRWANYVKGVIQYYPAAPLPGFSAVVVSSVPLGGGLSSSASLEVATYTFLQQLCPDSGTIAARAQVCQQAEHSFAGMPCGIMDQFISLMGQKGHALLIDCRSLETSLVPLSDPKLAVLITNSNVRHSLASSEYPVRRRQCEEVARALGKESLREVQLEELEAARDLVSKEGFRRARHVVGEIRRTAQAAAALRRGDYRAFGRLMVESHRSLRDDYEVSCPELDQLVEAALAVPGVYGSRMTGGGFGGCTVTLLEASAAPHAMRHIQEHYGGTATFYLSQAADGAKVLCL
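Luminescence from leftover ATP (Ultra-Glo luciferase/luciferin) served as read-out after a 1 h room-temperature reaction of 5 nM GALK with 35 uM ATP and 100 uM galactose.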
Chronic BCR inh: inhibitors of chronic active B-cell receptor signaling; 340,000 tested, 0.05% active; ABC-DLBCL IkBa-CBG/CBR reporter, luminescence ratio, 4 h; Potency, µM (series often up to 46.1 µM), inactives show at the top dose ratio change, negative = lower green/red ratio, actives largely listed as inhibitors; active means well fitted inhibition curve with a large enough effect in the signal ratio, with a control signal flat, not every such curve was filed as active; inconclusive means small, poorly fitted or top-dose-only effect, or effect the other way, or a change in a side signal; the % refers to the signal ratio;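 further: potency means the concentration at half of the fitted maximal effect; plate controls were basal doxycycline-induced cells for no effect and cells given 10 µM MG132 for full effect; MG132 reads +100%, hits lower the ratio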
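TMD8 ABC-DLBCL cells carrying doxycycline-inducible green luciferase fused to IkappaBalpha plus unfused red luciferase were exposed to compounds (up to 46 uM) for 4 hrs at 37C. Activity came from the overlap-corrected green/red luminescence ratio.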
Giardia killer: kills Giardia lamblia | Giardia lamblia trophozoite viability | activity change, % at 7.66 µM, hits read low | 340,000 tested, 0.15% active | AID 540267; in the data active means activity change below about -80%; inconclusive means between about -30% and that limit;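 further: parasites exposed to compound for two days anaerobically before the ATP read; on the % scale 0 is the no-effect control and ±100 the full control effect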
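Compounds were tested on trophozoites seeded at 100 cells/well and held 48 hrs at 37 deg C anaerobically. An ATP-based luminescent kit measured the remaining live cells.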
Tb PFK block: inhibitors of T. brucei phosphofructokinase; Potency, µM (titrated, usually from 57.5 µM), for the others: at the top dose activity, negative = inhibition, hits mostly inhibitors; AID 485367; O15648; T. brucei PFK, ADP-Glo luminescence; 330,000 tested, 0.17% active;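 further: potency means the concentration at half of the fitted maximal effect; 0% = uninhibited 1x PFK enzyme wells and -100% = no-enzyme wells; nearly all actives have a fitted effect of over 60% in size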
Target sequence (O15648 whole entry, looked up): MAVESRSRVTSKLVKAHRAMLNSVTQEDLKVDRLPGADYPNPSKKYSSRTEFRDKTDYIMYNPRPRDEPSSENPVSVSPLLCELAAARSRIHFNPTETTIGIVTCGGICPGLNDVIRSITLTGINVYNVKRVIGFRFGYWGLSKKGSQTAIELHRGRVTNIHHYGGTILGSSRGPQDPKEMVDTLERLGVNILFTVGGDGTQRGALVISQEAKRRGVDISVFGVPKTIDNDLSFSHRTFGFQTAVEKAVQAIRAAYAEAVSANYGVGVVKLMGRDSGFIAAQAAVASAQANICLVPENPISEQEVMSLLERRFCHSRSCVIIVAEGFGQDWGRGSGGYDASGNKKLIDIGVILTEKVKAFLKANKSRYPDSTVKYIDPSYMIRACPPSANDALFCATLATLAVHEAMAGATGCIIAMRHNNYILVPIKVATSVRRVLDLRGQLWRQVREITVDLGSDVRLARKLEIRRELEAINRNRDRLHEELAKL
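Compounds were pin-transferred as a titration series up to 57 uM into substrate buffer (0.5 mM F6P, 0.1 mM ATP, pH 8.0), then 1.25 nM PFK was added and reactions ran 45 min before ADP-Glo detection.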
AT treatment: candidate therapy for ataxia-telangiectasia | Potency, µM (doses to about 57.5 µM), without a hit: at the top dose activation, actives largely listed as activators | AID 485349 | […] A-T fibroblasts, KAP-1 phosphorylation AlphaLISA; neocarzinostatin DNA damage 30 min before lysis | 320,000 tested, 0.19% active; further: potency means the concentration at half of the fitted maximal effect; % of control where 0% means no effect; nearly all actives have a fitted effect of over 45% in size
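hTERT-immortalized A-T patient fibroblasts ([…]), 500 cells/well in OPTI-MEM, 1% FBS, got compounds for 60 min, then NCS for 30 min at 37C. Lysates were then assayed for phospho-KAP-1 by AlphaLISA (anti-pKAP1 donor, anti-KAP1 acceptor beads), 6 hr at 25C.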
MLL CXXC-DNA inh: MLL CXXC-DNA interaction inhibition; MLL-CXXC / FITC-HOXA9 DNA fluorescence polarization; Potency, µM (series often up to 115 µM), inactives show top-dose activity change, negative = inhibition, actives largely listed as inhibitors; 290,000 tested, 0.037% active; AID 2662; active means well fitted inhibition curve with a large enough effect in the polarisation, with a control signal flat, not every such curve was filed as active; inconclusive means small, poorly fitted or top-dose-only effect, or effect the other way, or a change in a side signal; inactive means no such curve, though single readings can be large or run the other way; the % refers to the polarisation; further: potency means the concentration at half of the fitted maximal effect
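Fluorescence polarization: 7 uM MLL-CXXC (stock) preincubated 5 min with compounds, then 50 nM fluorescein-HOX-A9 DNA (stock) added; 30 min ambient. Buffer 50 mM Tris-HCl pH 7.5, 50 mM NaCl, 1 mM DTT, 0.05% BSA.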
FBPA coupling cs: coupling enzyme interference in Giardia aldolase counter-screen | coupling enzyme system counterscreen, AmpLite Red fluorescence | activity change, negative = inhibition, % at 58.2 µM, hits read low | 290,000 tested, 0.67% active; in the data active means activity change below about -30%; further: on the % scale 0 is the no-effect control and ±100 the full control effect
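Counterscreen of the coupled detection system alone, without aldolase: glyceraldehyde-3-phosphate coupling enzymes plus AmpLite Red readout. Compounds at 57.5 uM final, 10 min RT preincubation, 20 min RT reaction, fluorescence 525/598 nm.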
The depositor's hits bear a star; u = inconclusive; x = no result given; [ ] = dose if it differs, or a comment. Unless noted, the call rests on the fitted dose curve; in most records, active means well fitted curve in the direction sought with a large enough effect; inconclusive means small, poorly fitted or top-dose-only effect, or another doubt; inactive means no such curve, though single readings can be large; an effect the other way counts as inactive or inconclusive.

SMILES	TSHR antagonist	hERG WT inh	TCR activator	GALK inh	Chronic BCR inh	Giardia killer	Tb PFK block	AT treatment	MLL CXXC-DNA inh	FBPA coupling cs
c1coc(CNCc2cccs2)c1	-6	-7	1%[46.1 µM]	-1%	3%	-8	0%	x	3%	-2
CN(C)S(=O)(=O)N1CCN(C(=O)N2CCCCCC2)CC1	-7	-3	2%	3%	17%	-5	1%	4%	8%	4
C=CCN(CC=C)C(=O)c1ccc(OC2CCN(S(=O)(=O)N(C)C)CC2)cc1	-1	13	0%	x	u	-10	-10%	x	1%	1
CCn1c2ccccc2c2cnc(N=CN(C)C)c(C#N)c21	-8	-9	1%	1%	-9%	-13	-5%	-1%	-8%	0
O=[N+]([O-])c1c(Nc2ccccc2O)cc(Cl)c2nonc12	-77*	0	-2%	-3%	u	13	u	-7%	7%	-4
Cc1cc(OCC(=O)Nc2cnn(CCCC(=O)O)c2)ccc1Cl	4	-1	-8%	-7%	4%	13	-1%	-2%	-9%	-4
Nc1nnc(SCCOc2ccccc2)s1	1	-15	2%	1%	1%	-3	4%	x	-4%	3
Cc1nn(CC(=O)N/N=C/c2ccc(F)cc2)c(C)c1[N+](=O)[O-]	1	5	-4%	8%	-1%	-1	0%	-7%	2%	6
CN1CCN(C(=O)C2=C[C@@H](c3ccc4c(c3)OCO4)C[C@@H](OCc3ccc(CO)cc3)O2)CC1	-1	17	0%	-1%	u	8	-2%	-25%	-12%	-1
CC(C)(C)NC(=O)C(=O)NNC(=O)c1cccc([N+](=O)[O-])c1	5	-1	-3%	7%	-9%	-13	1%	0%	-4%	-9

Ordered by the number under GALK inh (descending): some entries from above
SMILES | TSHR antagonist | TCR activator | GALK inh | Chronic BCR inh | Tb PFK block | MLL CXXC-DNA inh
Cc1nn(CC(=O)N/N=C/c2ccc(F)cc2)c(C)c1[N+](=O)[O-] | 1 | -4% | 8% | -1% | 0% | 2%
CC(C)(C)NC(=O)C(=O)NNC(=O)c1cccc([N+](=O)[O-])c1 | 5 | -3% | 7% | -9% | 1% | -4%
CN(C)S(=O)(=O)N1CCN(C(=O)N2CCCCCC2)CC1 | -7 | 2% | 3% | 17% | 1% | 8%
Nc1nnc(SCCOc2ccccc2)s1 | 1 | 2% | 1% | 1% | 4% | -4%
CN1CCN(C(=O)C2=C[C@@H](c3ccc4c(c3)OCO4)C[C@@H](OCc3ccc(CO)cc3)O2)CC1 | -1 | 0% | -1% | u | -2% | -12%
O=[N+]([O-])c1c(Nc2ccccc2O)cc(Cl)c2nonc12 | -77* | -2% | -3% | u | u | 7%
Cc1cc(OCC(=O)Nc2cnn(CCCC(=O)O)c2)ccc1Cl | 4 | -8% | -7% | 4% | -1% | -9%

3 structures out of the list, ordered by heavy-atom count, high to low.
SMILES	TSHR antagonist	hERG WT inh	TCR activator	GALK inh	Chronic BCR inh	Giardia killer	Tb PFK block	AT treatment	MLL CXXC-DNA inh	FBPA coupling cs
Cc1nn(CC(=O)N/N=C/c2ccc(F)cc2)c(C)c1[N+](=O)[O-]	1	5	-4%	8%	-1%	-1	0%	-7%	2%	6
O=[N+]([O-])c1c(Nc2ccccc2O)cc(Cl)c2nonc12	-77*	0	-2%	-3%	u	13	u	-7%	7%	-4
c1coc(CNCc2cccs2)c1	-6	-7	1%[46.1 µM]	-1%	3%	-8	0%	x	3%	-2

Additional compounds follow:
SMILES	TSHR antagonist	hERG WT inh	TCR activator	GALK inh	Chronic BCR inh	Giardia killer	Tb PFK block	AT treatment	MLL CXXC-DNA inh	FBPA coupling cs
CC(=O)C1=C(O)C(=O)N(Cc2ccco2)C1c1ccccc1 (stereo not given)	19	-11	3%	5%	4%	-4	1%	1%	-7%	-7
COc1ccccc1C(=O)Nc1ccnn1C1CCN(C2CCSCC2)CC1	13	33	-4%	-5%	2%	6	1%	6%	u	1
CCOc1cc(CNc2ccc3cn[nH]c3c2)ccc1OC	7	-1	-2%	0%	u	0	2%	1%	2%	-55*
Cc1cccc(NC(=O)CCC(=O)Nc2nnc(C3CCCCC3)s2)c1	0	-13	-4%	7%	1%	-16	-8%	-11%	3%	x
CNc1nnc(-c2cc3cc(Cl)ccc3oc2=O)s1	1	-2	1%	-1%	u	0	0%	x	-5%	1
Cc1ccc2nc3c(cc(C(=O)NCc4cccnc4)c(=N)n3C(C)C)c(=O)n2c1	2	x	x	3%	3%	x	0%	5%	3%	0
CC1CN(C(=O)c2ccc(COc3ccccc3Cl)o2)CC(C)O1 (stereo not given)	31	-2	3%	-2%	-1%	2	-6%	7%	u	0
CCOc1ccc(NC2CCN(C(C)=O)CC2)cc1	2	-4	-1%	2%	u	15	-2%	-1%	-8%	-18
CC1=C(C#N)C(=O)NC(=O)/C1=C\c1ccc(-c2cc(C)c(C)cc2[N+](=O)[O-])o1	-16	-4	1%	-2%	2%	-8	-12%	-3%	u	1
O=C1CCN(S(=O)(=O)c2ccc(Cl)cc2)N1	13	0	2%	2%	0%	-8	4%	-13%	-3%	5
O=C(COC(=O)c1ccc(F)c(S(=O)(=O)N2CCOCC2)c1)NCc1ccco1	-14	-6	0%	-1%	0%	3	-3%	-3%	-2%	x
N#Cc1c(N)n(Cc2ccccc2)c(=O)c2cc([N+](=O)[O-])ccc12	-3	3	-1%	0%	u	-4	0%	-8%	10%	-4
CC(=O)c1cccc(N=Cc2c(O)ccc3ccccc23)c1	-2	-4	0%	x	u	6	-4%	24%	33%[activator]	-22
COc1cc(Br)c(C(C)NC(=O)c2ccccc2)cc1OC (stereo not given)	36	-2	5%	-4%	3%	-9	15%[0.46 µM]	5%	1%	6
CCN(CC(=O)Nc1ccc2c(c1)OCCO2)C(=O)/C=C/c1cccc(C(F)(F)F)c1	x	-1	1%	x	-2%	0	0%	-4%	x	x
COCCNC(=O)CN1C(=O)NC2(CCCc3cc(OC)ccc32)C1=O (stereo not given)	1	-4	1%	-4%	1%	-3	0%	-13%	7%	-1
O=C(NCCC(=O)N1CCN(S(=O)(=O)c2ccc(Cl)cc2)CC1)Nc1ccccc1	13	-8	1%	x	-4%	-11	-3%	7%	x	x
Cc1ccccc1CN(C)C(=O)[C@H](Cc1ccccc1)NC(=O)c1ccco1	-24	-8	-7%	x	0%	-12	1%	-1%	x	x
CCN(C(=O)COC(=O)c1cc(-c2cccc3ccccc23)nc2ccccc12)C1CCS(=O)(=O)C1 (stereo not given)	-5	5	1%[46.1 µM]	0%	9%	-4	1%	2%	2%	1
CCn1c(Cc2ccccc2)nnc1SCC(=O)NC1CCCC1	2	-4	2%	7%	14%	-6	-1%	-3%	0%	2
CCc1ccc(CNC(=O)C2CCC(=O)N2C2CCCCC2)cc1 (stereo not given)	-3	-14	3%	1%	-1%	-4	-2%	x	-7%	4
C/C=C\C(=O)Nc1cccc(C2=NOC3(C2)C[C@@H](C(N)=O)N(C(=O)c2ccc(OC)cc2)C3)c1 (stereo not given in full)	-2	1	6%	0%	-7%	-26	0%	3%	2%	0
CCNc1ccc(S(=O)(=O)N(C)C)cc1NCC(=O)Nc1ccccc1Cl	26	0	6%	1%	6%	-5	-6%	1%	10%	-6
O=C(CN1C(=O)NC2(CCc3ccccc32)C1=O)c1ccc(Br)s1 (stereo not given)	15	5	11%	x	0%	-16	-4%	-5%	x	x
COCC(=O)Nc1ncc(S(=O)(=O)c2ccc([N+](=O)[O-])cc2)s1	-4	-13	x	-2%	0%	4	-1%	9%	10%	2
CN(C)/N=C/c1ccc(OS(=O)(=O)c2ccccc2)cc1	-5	2	11%	11%	u	-2	-2%	6%	-4%	-8
COCCCNC(=O)C12CCC(C)(C(=O)C1)C2(C)C (stereo not given)	1	-2	2%	-3%	2%	20	4%	1%	-1%	1
O=C(Nc1ccc(S(=O)(=O)N2CCOCC2)cc1)c1cccs1	11	6	7%	0%	9%	-7	2%	x	5%	2
CCOC(=O)C1(CCc2ccccc2)CCN(C(=O)C2CCCO2)CC1 (stereo not given)	-8	-4	-3%	0%	5%	10	-1%	9%	-5%	2
CC1=C(C(=O)OCc2ccccc2)C(c2ccccc2Cl)NC(=O)N1CCCC(=O)O (stereo not given)	16	-28	5%	x	8%	17	2%	2%	-6%	2
CCOc1cc(-c2nc(-c3ccccc3)c(-c3cc([N+](=O)[O-])ccc3C)[nH]2)ccc1O	x	2	-2%	1%	x	-10	x	x	1%	-8
COc1cc2c(cc1OC)CN(C(=O)C1CCC(=O)N(CCCN3CCOCC3)C1)CC2 (stereo not given)	-1	-2	-1%	2%	u	-20	2%	3%	0%	-3

Bioassay records deposited in PubChem BioAssay by National Center for Advancing Translational Sciences (NCATS).
